TRPC6 inh: mouse TRPC6 channel inhibitors, primary screen, cell-based, HEK293, membrane potential dye; 310,000 tested, 1.1% active; Short transient receptor potential channel 6 (Mus musculus), Q61143; ACh-evoked depolarization; hits give low values; B-score at 10 µM;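 active = B-score under library mean minus 3 SD, initial fluorescence not abnormally high, positive integrated signal ratio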;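 note: B-score derived from integrated fluorescence ratio over the kinetic read; more negative B-score means stronger inhibition of depolarization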
RGS4 inh: RGS4 inhibitors, primary screen, cell-based, HEK293 M3R inducible RGS4, calcium flux; Regulator of G-protein signaling 4 (Homo sapiens), P49798; B-score at 10 µM; 310,000 tested, 0.45% active; AID 463165, 2010; Fluo-4 calcium flux; hits give high values; triggered by carbachol at its EC20;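 active = B-score, a plate-corrected calcium signal, over three deviations above library mean, with baseline fluorescence within five deviations of library mean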;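 note: RGS4 expression induced by doxycycline in cells with stable M3 receptor; B-score is computed from the integrated fluorescence ratio over baseline after carbachol; higher B-score means a larger calcium signal and so more RGS4 inhibition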
Target sequence (P49798 whole entry, looked up): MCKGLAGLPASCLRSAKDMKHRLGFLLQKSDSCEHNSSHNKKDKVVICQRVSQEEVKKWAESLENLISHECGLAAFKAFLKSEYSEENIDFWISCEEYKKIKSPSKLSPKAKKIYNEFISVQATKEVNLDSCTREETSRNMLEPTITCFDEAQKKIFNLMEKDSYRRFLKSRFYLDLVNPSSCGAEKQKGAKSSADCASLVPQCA
ANO1 activ: TMEM16A chloride channel activators or potentiators, primary screen, cell-based, HTS; 340,000 tested, 0.3% active; B-score at 10 µM; HEK293 TMEM16A/YFP-H148Q/I152L, iodide quench fluorescence; hits give low values;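 active = fluorescence-ratio B-score plate-corrected deviation score at least 3 library SD below zero, with starting fluorescence score within 5 deviations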;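 note: channel opened by trigger with iodide after compound preincubation; score built on the fluorescence ratio of max minus min over baseline; more negative score means more quench and so TMEM16A activation or potentiation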
TMEM16A inh: TMEM16A chloride channel inhibitors, primary screen, cell-based, HTS; normalized B-score (activity score, 25-100; higher = stronger inhibition) at 10 µM; Anoctamin-1 (Mus musculus), Q8BHY3; 310,000 tested, 1.2% active; HEK293 TMEM16A/YFP iodide influx fluorescence, ionomycin; AID 588511, 2011;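 active = ratio plate-corrected score three or more library SD toward inhibition, starting fluorescence score within five deviations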;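 note: score derived from kinetic fluorescence span divided by baseline fluorescence per well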
SKKanGAS inh: S. pyogenes SKKanGAS growth inhibitors in kanamycin, primary screen, streptokinase expression inhibitor project, SKKanGAS strain, BacTiter-Glo luminescence. 6 h. inhibition, % at 7.5 µM. 300,000 tested, 1.3% active. AID 1662, 2009;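 active = mean replicate score, as percent of positive control median, at least 50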;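 note: strain carries kanamycin resistance gene driven by streptokinase promoter and grows in 40 µg/ml kanamycin; loss of luminescence reflects streptokinase promoter inhibition or plain growth inhibition; 0% = median of DMSO wells and 100% = positive control at its reference dose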
MrgX1 agonist: agonists of human MrgX1 receptor, primary screen, HEK293 cells, Fluo-4 calcium flux; 310,000 tested, 0.44% active; AID 588627, 2011; Fluo-4 calcium fluorescence, agonist mode; hits give high values; B-score at 10 µM;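 active = calcium response B-score plate-corrected fluorescence ratio at least 3 library SD, with starting fluorescence B-score inside 5 SD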
Target sequence (Q96LB2 whole entry, looked up): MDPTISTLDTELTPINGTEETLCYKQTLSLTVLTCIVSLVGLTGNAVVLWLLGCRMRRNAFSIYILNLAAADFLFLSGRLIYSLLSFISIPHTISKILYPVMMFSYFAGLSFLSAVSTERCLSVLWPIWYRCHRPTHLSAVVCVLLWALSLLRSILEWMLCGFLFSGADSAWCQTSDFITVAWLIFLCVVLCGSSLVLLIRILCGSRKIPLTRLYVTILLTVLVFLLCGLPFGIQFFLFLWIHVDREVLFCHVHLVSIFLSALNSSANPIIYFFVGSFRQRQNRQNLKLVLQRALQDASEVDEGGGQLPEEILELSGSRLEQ
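System – MrgX1-expressing HEK293 cells · Incubation – cells plated overnight, dye loaded 0.5 h 37 °C, 0.5 h room temperature · Technique – kinetic Fluo-4 NW fluorescence of intracellular calcium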
TRPC6 activator: mouse TRPC6 channel activators, primary screen, cell-based, HEK293, membrane potential dye; Short transient receptor potential channel 6 (Mus musculus), Q61143; HEK293-TRPC6 membrane potential dye fluorescence; hits give high values; B-score at 10 µM; 310,000 tested, 0.13% active;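 active = B-score of the integrated fluorescence ratio above library mean plus 3 SD, and starting fluorescence ratio within library mean plus 5 SD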;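 note: higher score means more depolarization so channel activation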
MrgX1 antagonist: antagonists of human MrgX1 receptor, primary screen, HEK293 cells, Fluo-4 calcium flux | B-score at 10 µM | Mas-related G-protein coupled receptor member X1 (Homo sapiens), Q96LB2 | 310,000 tested, 1.3% active | BAM8-22 antagonism; hits give low values;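 active = calcium-response B-score plate-corrected more than 3 library SD below zero, starting fluorescence within 5 deviations, no agonist response on first addition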;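 note: peak minus trough fluorescence over baseline after final BAM8-22 challenge near maximal dose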
HDAC3 inhib: HDAC3 deacetylase inhibitors, primary screen, biochemical, fluorescence, cell-free homogeneous; inhibition, % at 8.3 µM; 320,000 tested, 0.15% active; recombinant HDAC3, fluorogenic peptide/trypsin coupled; Histone deacetylase 3 (Homo sapiens), O15379; in the data active = inhibition above about 26%, passing the limit was not always enough
Target sequence (O15379 whole entry, looked up): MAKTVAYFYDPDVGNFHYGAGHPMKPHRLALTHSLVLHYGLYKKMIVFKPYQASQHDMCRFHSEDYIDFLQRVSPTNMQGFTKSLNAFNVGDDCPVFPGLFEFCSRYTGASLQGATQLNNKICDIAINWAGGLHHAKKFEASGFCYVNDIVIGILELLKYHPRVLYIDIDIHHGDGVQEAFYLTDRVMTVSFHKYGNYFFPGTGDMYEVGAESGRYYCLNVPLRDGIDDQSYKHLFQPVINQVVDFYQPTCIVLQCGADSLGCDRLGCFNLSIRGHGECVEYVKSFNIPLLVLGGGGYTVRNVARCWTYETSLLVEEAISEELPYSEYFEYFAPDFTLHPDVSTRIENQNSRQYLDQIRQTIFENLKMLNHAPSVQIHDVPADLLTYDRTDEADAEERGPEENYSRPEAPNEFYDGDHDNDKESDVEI
RGS4 act: RGS4 potentiators or activators, primary screen, cell-based, HEK293 M3R inducible RGS4, calcium flux. B-score at 10 µM. 310,000 tested, 0.92% active. carbachol calcium flux Fluo4; hits give low values;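 active = B-score of the integrated calcium signal more than 4 SD below the library mean, with starting fluorescence not abnormally high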;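 note: negative B-score means reduced calcium response which marks RGS4 activation or potentiation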
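Also added: carbachol at ECmax as muscarinic agonist stimulus; Assay system: HEK293 cells with stable M3R and inducible RGS4; Timing: overnight RGS4 induction, 30 min dye load 37 °C, 20 min compound RT; Measured by: Fluo4-AM (2 µM) calcium-flux fluorescence, kinetic read.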
MrgX1 PAM: positive allosteric modulators of MrgX1, primary screen, HEK293 cells, Fluo-4 calcium flux; Mas-related G-protein coupled receptor member X1 (Homo sapiens), Q96LB2; FDSS; hits give high values; B-score at 10 µM; 310,000 tested, 0.63% active; AID 588675, 2011;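 active = plate-corrected calcium response at least 3 library SD above typical, normal starting fluorescence, not activating the receptor alone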;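 note: compound read alongside a low EC10 to EC30 dose of BAM8-22 agonist; peak minus trough fluorescence over baseline measured at the second addition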
* = called active by the depositor; i = inactive; . = not tested or not shown. This is a random part of the collection. Share with any hit: about 6.7%.

SMILES	TRPC6 inh	RGS4 inh	ANO1 activ	TMEM16A inh	SKKanGAS inh	MrgX1 agonist	TRPC6 activator	MrgX1 antagonist	HDAC3 inhib	RGS4 act	MrgX1 PAM
Cc1nc(SCC(=O)N2CCN(c3ccccc3)CC2)c2oc3ccccc3c2n1	i	i	i	i	14	i	i	i	5	-9.3*	i
O=C(CSc1nnc(Cc2cccs2)n1Cc1ccco1)Nc1cc(Cl)cc(Cl)c1	i	i	i	i	25	i	i	i	12	i	i
CC(=O)Nc1ccc(C(=O)N(C2=NC(C)CS2)c2ccc(Cl)cc2)cc1 (stereo not drawn)	i	i	i	i	14	i	i	i	0	i	i
O=C(CSc1nccc(=O)[nH]1)Nc1ccc(N2CCOCC2)cc1	i	i	i	i	2	i	i	i	5	i	i
COc1ccc(NC(=O)CC2SC(=NCc3ccccc3OC)NC2=O)cc1 (stereo not drawn)	i	i	i	i	-1	i	i	i	-1	i	i
CCOC(=O)c1c(CN2CCN(c3ccccc3)CC2)oc2ccc(O)cc12	i	i	i	i	-9	i	i	i	-4	i	i
COc1ccc(C(c2nnnn2Cc2cccs2)N2CCN(c3ccccc3F)CC2)cc1 (stereo not drawn)	i	i	i	i	23	i	i	i	2	-7.6*	i
O=S(=O)(c1ccccc1)N(CC(O)CN1CCCCC1)c1ccccc1 (stereo not drawn)	i	i	i	i	4	i	i	i	-11	i	i
COC(=O)c1ccc(OC(C)C(=O)c2ccc(C)cc2)cc1 (stereo not drawn)	i	i	i	i	-12	i	i	i	-2	i	i
C(=N\n1cnnc1)/c1ccccc1OCCOc1ccccc1	i	i	i	i	-6	i	i	i	4	i	i
Cc1ccc(-n2ncc3c(=O)n(CC(=O)NCC4CCCO4)cnc32)cc1 (stereo not drawn)	.	.	i	i	.	i	.	i	-5	.	i
CSCc1nc2scc(-c3ccccc3)c2c(=O)[nH]1	i	i	i	.	-18	.	i	.	.	i	.
COc1ccc(/C=N\NS(=O)(=O)c2ccc(C)cc2)cc1COc1ccccc1[N+](=O)[O-]	i	i	i	i	10	i	i	i	0	i	i
CCN(CC)CCOC(=O)c1ccc(NC(=O)c2ccc(Cl)c(S(=O)(=O)N3CCCCCC3)c2)cc1	i	i	i	25*	5	i	i	-6.8*	3	i	i
COc1cccc(Nc2nnc(SCC(=O)N3CCOCC3)s2)c1	i	i	i	i	-2	i	i	i	.	i	i
CCN1C(=O)/C(=C\c2cn(-c3ccccc3)nc2-c2cccnc2)SC1=S	i	i	i	.	13	.	i	.	.	i	.
N#Cc1c(Nc2ccc(F)cc2)sc(C(=O)c2ccc(F)cc2)c1N	i	i	i	i	0	i	i	i	3	i	i
O=C(O)c1cc(S(=O)(=O)N2CCN(c3ccccn3)CC2)ccc1Cl	i	i	i	i	-8	i	i	i	-3	i	i
COc1ccc(OC)c(NC(=O)CSc2ncccn2)c1	i	i	i	i	-1	i	i	i	2	i	i
CC(C)N(C(=O)Cn1c(SCC(=O)Nc2nccs2)nc2ccccc21)C(C)C	i	i	i	i	3	i	i	i	-3	i	i
Cc1ccc(CNC(=O)CCS(=O)(=O)c2ccc3c(c2)NC(=O)CO3)cc1	i	i	i	i	-2	i	i	i	7	i	i
CCOC(=O)C1=C(C)Nc2nc(SCc3cccnc3)nn2C1c1ccc(OC)cc1 (stereo not drawn)	i	i	i	i	-1	i	i	i	1	i	i
CCc1nc2ccccc2c(NC(=O)CN2CCC(C)CC2)c1C	i	i	i	i	-2	i	i	i	-1	i	i
O=C(Cn1cnc2c(nnn2Cc2ccc(F)cc2)c1=O)NCc1ccc2c(c1)OCO2	i	i	i	i	-10	i	i	i	1	i	i
O=S(=O)(Cc1ccccc1)N1CCN(Cc2ccc3c(c2)OCO3)CC1	i	i	i	i	1	i	i	i	-7	i	i
CC(C)Cc1nc2ccc(N)cc2[nH]1	i	i	i	i	5	i	i	i	7	i	i
CC(=O)c1c(Nc2ccc3c(c2)OCCO3)oc(C)cc1=O	i	i	i	i	-2	i	i	i	-3	i	i
CCCN1C2CCCC1CC(NC(=O)c1cccc(OC)c1)C2 (stereo not drawn)	i	i	i	i	3	i	i	i	-3	i	i
CC(=O)C1=C(O)C(=O)N(c2ccc(O)cc2)C1c1ccc(F)cc1 (stereo not drawn)	i	i	.	i	-8	i	i	i	.	i	i
O=C(COc1ccc(Cl)cc1)Nc1ccc2oc(-c3ccncc3)nc2c1	i	i	.	i	8	i	i	i	-3	i	i
COc1ccc(CNC(=O)c2ccc[nH]2)cc1Cl	i	i	i	i	1	i	i	i	2	i	i
O=C(O)c1ccc(S(=O)(=O)Nc2cccc(CP(=O)(c3ccccc3)c3ccccc3)c2)cc1	i	i	i	i	-4	i	i	i	-9	i	i
CCN(CC(=O)Nc1c(F)cccc1F)C(=O)C1CCN(C(=O)c2ccc(F)cc2)CC1	i	i	i	i	-6	i	i	i	-4	i	i
O=C(COC(=O)/C=C/c1cccs1)Nc1nc(-c2cccc(Br)c2)cs1	i	i	i	i	1	i	i	i	8	i	i
O=C(CNC(=O)c1ccco1)Nc1ccc(Br)cc1	i	i	i	i	-2	i	i	i	1	i	i
COC(=O)[C@@]1(Cc2ccc(F)cc2)[C@H]2c3cc(C(=O)N4CCCC4)n(Cc4ccc(C(F)(F)F)nc4)c3C[C@H]2CN1C(=O)c1ccccc1	i	i	.	i	18	i	i	i	2	i	i
CCOC(=O)CNC(=O)C1c2cc(OC)c(OC)cc2C(=O)N(C)C1c1ccccc1F (stereo not drawn)	.	.	i	i	.	i	.	i	11	.	i
O=C1CC(C(=O)Nc2ccc(Cl)cc2[N+](=O)[O-])C2(CCCCC2)O1 (stereo not drawn)	i	i	i	i	6	i	i	i	-6	i	i
CC/C(=N\NC(=O)C1CCCC1)c1cccc(Br)c1	i	i	i	i	.	i	i	i	10	i	i
COc1ccc(/C=N/NC(=O)c2cccc([N+](=O)[O-])c2)c2ccccc12	i	i	i	i	2	i	i	i	9	i	i
N#CC1=C(N)C(C#N)(C#N)C2(C(=O)Nc3ccccc32)C2CCCC=C12 (stereo not drawn)	i	5.4*	i	i	-3	i	i	i	7	i	i
CC(=O)Nc1ccc(OCc2nnc(-c3ccccc3)o2)cc1	i	i	i	i	2	i	i	i	-3	i	i
NC(=O)c1ccccc1O	i	i	i	i	3	i	i	i	-3	i	i
Cc1cc(C)n(-c2ccc(-n3ccnc3)nn2)n1	i	i	i	i	-4	i	i	i	1	i	i
Cc1cc(OC(F)F)ccc1NC(=O)Nc1ccc2c(c1)OCO2	i	i	i	i	-1	i	i	i	4	i	i
CC1(C)C2CCC1(C)C(OCC[N+](C)(C)CC(=O)OC1CCCCC1)C2 (stereo not drawn)	i	i	i	i	0	i	i	i	3	i	i
COc1ccc(NC(=O)Nc2cccc(C(=O)N3CCOCC3)c2)cc1OC	.	.	i	i	.	i	.	i	5	.	i
CC1CCCN(CCCNC(=O)c2coc3nc4ccccc4nc23)C1 (stereo not drawn)	i	i	i	i	0	i	i	i	-48	i	i
CCCN1CCN(CC(=O)Nc2cc(OCC)ccc2OCC)CC1	i	i	i	i	-4	i	i	i	-4	i	i
CC1(C2CC2)NC(=O)NC1=O (stereo not drawn)	i	i	i	i	-11	i	i	i	0	i	i
Cc1c(C(=O)NCC2CCCO2)oc2ccc(S(=O)(=O)N3CCCC3)cc12 (stereo not drawn)	i	i	i	i	2	i	i	i	-7	i	i
Cc1cc(C(=O)Nc2sc3c(c2C#N)CCC3)no1	i	i	i	i	13	i	i	i	-3	i	i
Cc1ccc(-c2nnc3ccc(SCC(=O)NCc4ccco4)nn23)cc1	i	i	i	i	-9	i	i	i	-3	i	i
CCOC12NC(=O)CC(=O)N1C(c1ccccc1)=CS2 (stereo not drawn)	i	i	i	i	.	i	i	i	10	i	i
Cc1ccc(NC(=O)CN2CCc3cc4c(cc3C2C)OCCCO4)cc1 (stereo not drawn)	i	i	i	i	0	i	i	i	3	i	i
CC(C)NC(=O)/C(=C\c1cccc([N+](=O)[O-])c1)NC(=O)c1ccccc1	i	i	i	i	-2	i	i	i	-1	i	i
COc1cc(/C=C2\CCc3c2nc2ccccc2c3C(=O)O)cc(OC)c1OC	i	i	i	i	-9	i	i	i	3	i	i
O=C(O)c1cccc(Cn2c(Cl)c(/C=N/NC(=O)c3ccco3)sc2=O)c1	i	i	i	i	-1	i	i	i	3	i	i
CC1(C)C(=O)Nc2ccccc2N1C(=O)CSc1ncccn1	i	i	i	i	-5	i	i	i	1	i	i
Cc1ccc2nc(Nc3nc(CSc4nc5ccccc5s4)cc(=O)[nH]3)nc(C)c2c1	i	i	i	i	18	i	i	i	.	i	i
CCn1cc(/C=C/C(=O)Nc2c(C)nn(Cc3ccccc3)c2C)cn1	i	i	i	i	2	i	i	i	0	i	i
CCn1c(COc2cccc(C)c2)nnc1SCC(=O)Nc1cccc(C(=O)OC)c1	i	i	i	i	-10	i	i	i	-2	i	i
Cc1ccc2[nH]c(=O)c(CN(Cc3cccs3)C(=S)NCC3CCCO3)cc2c1 (stereo not drawn)	i	i	i	i	23	i	i	i	-2	i	i

2 neighbouring compounds out of the list so far, for reference:
SMILES	TRPC6 inh	RGS4 inh	ANO1 activ	TMEM16A inh	SKKanGAS inh	MrgX1 agonist	TRPC6 activator	MrgX1 antagonist	HDAC3 inhib	RGS4 act	MrgX1 PAM
Cc1c(C(=O)NCC2CCCO2)oc2ccc(S(=O)(=O)N3CCCC3)cc12 (stereo not drawn)	i	i	i	i	2	i	i	i	-7	i	i
Cc1cc(C(=O)Nc2sc3c(c2C#N)CCC3)no1	i	i	i	i	13	i	i	i	-3	i	i

Source: PubChem BioAssay (several laboratories)
